pAkt inh: Akt phosphorylation inhibition. Neuro2A IGF-stimulated pAkt S473 HTRF, 20 min; active compounds read low. activity change, % for hits at 50 µM. hit rate 0.32% among 360,000. AID 651550; in the data active = activity change below about -80%; inconclusive = mostly about -51% to -80%; note: % is set by controls: 0 for no effect and ±100 for the full control effect
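Neuro2A cells in DMEM with 0.5% FBS, overnight at 37 deg C, given compound at single 50 µM final, then IGF (6 nM final) for 20 min at 37 deg C. Lysed; phospho-Akt Ser473 by HTRF after 24 h, 665/615 ratio.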
PTHR1 ag: agonists of human PTHR1 parathyroid hormone receptor. Q03431. HEK293 GP2 PTHR1 cells, GloSensor cAMP luminescence, 1 h. hit rate 0.075% among 410,000. Potency, µM (doses to about 115 µM), for the others: top-dose activation, usual class: activators; note: potency is the fitted concentration of half-maximal effect; nearly all actives have a fitted effect of over 55% in size; some results filed as inactive show a strong effect at the top dose; inactives centre near -15; many of its hits are not listed in these tables
Target sequence (Q03431 whole entry, looked up): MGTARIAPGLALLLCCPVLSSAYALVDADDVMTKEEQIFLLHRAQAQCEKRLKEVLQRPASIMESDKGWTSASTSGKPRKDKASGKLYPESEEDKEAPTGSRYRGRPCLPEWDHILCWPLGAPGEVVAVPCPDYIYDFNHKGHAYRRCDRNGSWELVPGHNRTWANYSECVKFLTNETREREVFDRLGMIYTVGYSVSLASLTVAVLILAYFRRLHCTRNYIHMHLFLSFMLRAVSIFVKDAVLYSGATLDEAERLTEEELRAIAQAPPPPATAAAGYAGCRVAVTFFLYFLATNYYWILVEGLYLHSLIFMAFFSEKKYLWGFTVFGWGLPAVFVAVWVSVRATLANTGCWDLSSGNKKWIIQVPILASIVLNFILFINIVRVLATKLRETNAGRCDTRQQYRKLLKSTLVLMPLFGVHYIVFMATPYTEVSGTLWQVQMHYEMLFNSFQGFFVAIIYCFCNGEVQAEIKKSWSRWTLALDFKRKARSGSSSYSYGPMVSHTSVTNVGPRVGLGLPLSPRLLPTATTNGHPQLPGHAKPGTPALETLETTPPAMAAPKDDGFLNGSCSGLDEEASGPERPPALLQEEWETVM
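HEK-293-derived GP2 cells expressing PTHR1 and a GloSensor cAMP reporter, 3,000/well, plated overnight, given luciferin plus IBMX (each 0.5 mM as added) for 1 h at 37 °C, then compound for 1 h at 37 °C. Luminescence was read after 15 min at room temperature.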
DRD3 antagonist: D3 dopamine receptor (human) antagonism | D3R cells, DiscoveRx beta-arrestin luminescence, antagonist mode; active compounds read low | max response, negative = inhibition, % | hit rate 2.5% among 360,000 | AID 652054 | P35462; in the data active = max response below about -50%; inconclusive = no clear call, values can overlap the other calls; note: % is set by controls: 0 for no effect and ±100 for the full control effect; mostly tested at two doses, the higher about 12 µM
Target sequence (P35462 whole entry, looked up): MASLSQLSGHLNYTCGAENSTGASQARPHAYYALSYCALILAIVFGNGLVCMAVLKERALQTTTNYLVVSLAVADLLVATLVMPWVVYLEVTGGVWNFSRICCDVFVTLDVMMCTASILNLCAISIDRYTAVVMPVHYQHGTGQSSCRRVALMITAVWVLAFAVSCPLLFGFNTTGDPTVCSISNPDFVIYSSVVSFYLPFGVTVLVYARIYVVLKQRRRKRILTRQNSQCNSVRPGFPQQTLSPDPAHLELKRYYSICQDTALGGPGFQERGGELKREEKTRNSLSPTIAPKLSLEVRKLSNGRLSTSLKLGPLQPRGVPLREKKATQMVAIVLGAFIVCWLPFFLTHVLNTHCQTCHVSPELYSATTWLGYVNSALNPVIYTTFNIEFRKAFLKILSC
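Cells expressing the human receptor were seeded at 1500 cells/well, incubated overnight at 37 degrees C in 5% CO2, then exposed to library compounds with dopamine controls for 90 minutes at 37 degrees C before luminescent detection.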
EPAC2 antagonist: antagonists of human EPAC2; Q8WZA2; EPAC2 GEF exchange of Rap1B-BODIPY-GDP, fluorescence; hit rate 0.18% among 360,000; Potency, µM (top dose mostly 114 µM), inactives show at the top dose activity, negative = inhibition, most hits filed as inhibitors; note: potency is the fitted concentration of half-maximal effect; % is set by controls: 0 for no effect and ±100 for the full control effect; nearly all actives have a fitted effect of over 45% in size; many of its hits are not listed in these tables
EPAC2 ag: activates human EPAC2 exchange factor | EPAC2 activation, biochemical qHTS; response scale: 100% = 6.5 mM cAMP response | Potency, µM (doses to about 154 µM), inactives show at the highest dose activation, most hits filed as activators | Q8WZA2 | hit rate 0.079% among 360,000; note: potency is the fitted concentration of half-maximal effect; nearly all actives have a fitted effect of over 50% in size
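Fluorescence exchange assay: 100 nM EPAC2 with 250 nM RAP1B-BODIPY-GDP and 50 uM GDP; compounds tested as a concentration-titration series (qHTS). Loss of Rap1-bound BODIPY-GDP fluorescence read at 480/540 nm; data normalized to 6.5 mM cAMP.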
Mm-Cpn inhibitor: inhibitors of Methanococcus maripaludis chaperonin (MmCpn); AID 504842; purified Mm-Cpn ATPase, ADP Transcreener TR-FRET; hit rate 0.031% among 330,000; Potency, µM (series often up to 76.9 µM), for the others: at the highest dose activity, negative = inhibition, most hits filed as inhibitors; note: potency is the fitted concentration of half-maximal effect; % is set by controls: 0 for no effect and ±100 for the full control effect; nearly all actives have a fitted effect of over 80% in size
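Measured: ADP formation by purified Mm-CPN. Conditions: 25 nM protein, 10 uM ATP, Tris pH 7.4 with Mg2+, K+ and DTT, 37°C for 30 min. Detection: Transcreener HTRF after 30 min at room temperature.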
CCT chaperon mod: changes cytosolic chaperonin activity. purified chaperonin ATPase assay, HTRF ADP detection, 30 min. activity change, % (concentration not given with the values), hits read low. hit rate 0.3% among 360,000. AID 651819; in the data active = activity change below about -30%; note: % is set by controls: 0 for no effect and ±100 for the full control effect
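We incubate TRiC, 40 or 20 nM final, with library compounds at 76 uM and 10 uM ATP for 30 min at 37 °C. ADP formed is detected with Transcreener HTRF reagents after 30 min at room temperature.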
DRD3 agonist: D3 dopamine receptor (human) agonism | P35462 | D3R DiscoveRx beta-arrestin cells, luminescence, 90 min | max activation, % | hit rate 0.58% among 410,000 | AID 652048; in the data active = max activation above about 30%; note: 0% is about no effect; mostly tested at two doses, the higher about 12 µM
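Agonist mode: compounds and dopamine controls were applied to plated cells for 90 min at 37 degrees C after an overnight attachment at 1500 cells/well. Luminescent read-out followed 30 - 60 minutes at room temperature with DiscoveRx detection reagent.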
Starred values were filed as active, the others as inactive; i = inactive; ? = inconclusive; / = no result given; & = joins results of further samples; [ ] = another dose, or the depositor's remark. Unless noted, calls come from the whole dose curve; as a rule, active = well fitted curve in the direction sought with a large enough effect; inconclusive = small, poorly fitted or top-dose-only effect, or another doubt; inactive = no such curve, though single readings can be large; an effect the other way counts as inactive or inconclusive. Some of the compounds tested; rates above refer to the full screens.

Sample of the layout:
SMILES	pAkt inh	PTHR1 ag	DRD3 antagonist	EPAC2 antagonist	EPAC2 ag	Mm-Cpn inhibitor	CCT chaperon mod	DRD3 agonist
CC1CCc2cc(F)ccc2N1C(=O)C1(C)CC1(Cl)Cl (centres undefined)	i	i	6	-10%	-6%	1%	2.3	0
Oc1c(C=C2N=c3ccccc3=N2)sc(=S)n1-c1ccccc1	i	i	-2	3%	3%	3%	-1.7	-6
COc1ccc(C(=O)c2cn[nH]c2-c2cc(C)ccc2O)cc1	i	i	-13	-18%	7%	2%	-2.2	1
COc1cc(C2C=C(c3cccs3)Nc3ncnn32)cc(OC)c1OC (centres undefined)	i	-7%	?	120%[activator]	24%	-1%	2.1	-16

The whole of this part, from the first entry:
SMILES	pAkt inh	PTHR1 ag	DRD3 antagonist	EPAC2 antagonist	EPAC2 ag	Mm-Cpn inhibitor	CCT chaperon mod	DRD3 agonist
CC1CCc2cc(F)ccc2N1C(=O)C1(C)CC1(Cl)Cl (centres undefined)	i	i	6	-10%	-6%	1%	2.3	0
Oc1c(C=C2N=c3ccccc3=N2)sc(=S)n1-c1ccccc1	i	i	-2	3%	3%	3%	-1.7	-6
COc1ccc(C(=O)c2cn[nH]c2-c2cc(C)ccc2O)cc1	i	i	-13	-18%	7%	2%	-2.2	1
COc1cc(C2C=C(c3cccs3)Nc3ncnn32)cc(OC)c1OC (centres undefined)	i	-7%	?	120%[activator]	24%	-1%	2.1	-16
Cc1ccc2c(c1)C(c1ccccc1)N(C(=O)c1ccccc1)CC(=O)N2 (centres undefined)	i	i	-1	-21%	12%	-7%	-2.3	14
CCOc1ccc(OCc2ccc(C(=O)NN)o2)cc1	i	?	-15	15%	9%	3%	-4.7	0
CC(=O)C1C(c2ccc(Br)cc2)C2C(C)=NN=C2CC1(C)O (centres undefined)	i	i	33	-10%	2%	-1%	1.4	0
Cn1c(=O)c(-[n+]2ccccc2)c([O-])c2ccccc21	i	i	12	17%	13%	-1%	-2.3	9
O=C(c1ccc(F)cc1)C1CCN(C(=O)c2c(F)cccc2F)CC1	i	-68%[inhibitor]	-16	-9%	1%	0%	-2.0	-23
O=C(CCN1C(=O)c2ccccc2C1=O)Nc1nc2ccccc2s1	i	-20%	2	-5%	3%	-29%	-0.9	2
CC1=C(C(=O)N(C(C)C)C(C)C)CC(CC(=O)NCC2CCCCC2)C(=O)N1Cc1ccccc1 (centres undefined)	i	-23%	?	-6%	-1%	/	1.0	5
COC(=O)c1ccc(C)c(NS(=O)(=O)c2ccc(C)c([N+](=O)[O-])c2)c1	i	-8%[57.5 µM]	0	2%	5%	0%	0.5	-10
O=C1CC(c2ccccc2)Cc2nc(NC3CC3)ncc21 (centres undefined)	i	i	-6	0%	6%	-3%	-1.1	1
O=C(CC(=O)c1ccccc1O)c1cccc(F)c1	i	-42%[inhibitor]	-6	-11%	22%	-1%	0.6	-5
COc1ccc(O)c(/C=N/NC(=O)CCC(=O)Nc2cccc(C)c2)c1	i	-12%	-20	-1%	7%	-3%	-2.6	17
Cc1cc(C(=O)N2CCCC(Nc3ccc(C)c(C)c3)C2)nc(C)n1 (centres undefined)	i	i	21	10%	5%	/	0.9	2
COc1ccc(CN2C(=O)c3ccccc3C2=O)cc1C(=O)N(C)CC(=O)Nc1ccc(F)cc1	i	-7%	14	-1%	-2%	0%	-3.5	-7
CCn1c2ccccc2c2cc(NC(=O)c3cccc([N+](=O)[O-])c3C)ccc21	i	i	-18	-6%	1%	-2%	-0.5	3
CCn1ccc(C(=O)Nc2ccc3c(c2)CCC3)n1	i	-17%	4	5%	1%	2%	-1.2	-13
COc1ccc(NC(=O)CSc2nnc(CNC(=O)COc3ccc(Cl)cc3)o2)cc1	i	i	18	12%	-4%	4%	-1.9	1
CCNc1nc(NCC)n2c(SCC(=O)Nc3ccccc3F)nnc2n1	i	i	1	9%	0%	0%	-0.9	-16
CCCn1c(=S)[nH]c2cc(Cl)ccc21	i	-6%	5	-6%	2%	0%	-0.9	4
CN1CCN(C2=NCCO2)CC1	i	-13%	15	3%	3%	1%	1.7	6
Cc1nc2ccc(S(=O)(=O)NCC(=O)NCCN3CCCCC3C)cc2s1 (centres undefined)	i	i	?	-2%	1%	1%	-7.0	-12
COc1ccc(C(=O)OC(C)C(=O)NC(C)CCc2ccccc2)c(OC)c1 (centres undefined)	i	-24%	4	2%	6%	1%	-0.5	11
COC(=O)c1c(C)[nH]c(/C=N/Nc2ccccc2)c1C	i	18%	-19	-7%	24%	0%	-0.7	-9
CCN(CC(=O)Nc1ccc(NC(C)=O)cc1)C(=O)/C=C/c1c(C)nn(-c2ccc(F)cc2)c1C	i	i	18	-5%	5%	0%	-0.6	0
CC(C)Oc1ccc(CCc2nnc(SCC(=O)O)n2-c2ccccc2)cc1	i	-7%	15	7%	-5%	2%	-3.7	1
COc1ccccc1OCCNC(=O)C(c1ccccc1)c1ccccc1	i	i	-1	-19%	17%	2%	-1.0	-9
Cc1c(C(=O)NCc2cccc(Cl)c2)sc(=O)n1Cc1ccc(F)cc1	i	i	-10	0%	5%	/	-2.4	3
Cc1ccc(OCc2nc(C#N)c(NCc3ccco3)o2)cc1	i	i	4	-20%	12%	2%	0.3	-2
O=C(Nc1cc(Cl)ccc1-n1cncn1)c1cc(S(=O)(=O)N2CCOCC2)ccc1F	i	i	9	-1%	-2%	0%	0.0	5
CCOc1ccc(N2CC(O)=C(c3nc4ccccc4c(=O)[nH]3)C2=N)cc1	i	0%	-1	31%[activator]	4%	1%	-1.7	6
O=C(CN1C(=O)c2ccccc2S1(=O)=O)Nc1cccc(S(=O)(=O)N2CCCCC2)c1	i	-7%	0	-8%	15%	-1%	0.4	1
O=C(Cn1ncc(N2CCOCC2)c(Cl)c1=O)c1ccc(Cl)cc1	i	-9%	-6	-5%	14%	0%	-0.1	-6
Cn1cc(Br)c(C(=O)NC2CCCCCC2)n1	i	-3%	4	4%	5%	-1%	-1.4	9
Nc1nc2c(s1)CCc1c-2cnn1-c1ccccc1	i	-93%[inhibitor]	10	?	5%	-5%	-0.9	2
COCC1CCN(C(=O)c2cc(COc3cc(C)c(Cl)c(C)c3)on2)C1 (centres undefined)	i	-31%	-10	-7%	-5%	2%	-1.6	-7
CC(=O)Nc1ccc(S(=O)(=O)Nc2nccc(C)n2)cc1	i	4%	-22	5%	3%	-1%	-1.6	1
Cc1cc(C(=O)COC(=O)c2cc(Cl)c(O)c(Cl)c2)c(C)n1C	i	-7%	6	-6%	1%	-2%	0.5	3
CSc1nc(-c2ccc(Cl)cc2)nn1S(=O)(=O)c1ccccc1	-115%*	i	12	-2%	-12%	0%	-1.9	-3
Cc1cc(C)cc(NC(=S)N2CCN(Cc3ccccc3)CC2)c1	i	-21%	-8	-5%	7%	1%	-5.0	-9
CC(O)[C@H]1CNC(=O)C(=O)N1CCc1cc(C(F)(F)F)cc(C(F)(F)F)c1 (some centres undefined)	i	i	4	1%	-7%	0%	0.8	-4
Cc1nc2ccccn2c1C(=O)NN=C1C2CC3CC(C2)CC1C3	i	i	13	17%	-3%	0%	-1.3	-5
CC(C)C[C@H]1CN=C(Nc2ccccc2)N1CCCC1CCCC1	i	i	-51*	29%	7%	-1%	-1.2	-20
CCOC(=O)c1cc(=O)c2c([N+](=O)[O-])ccc(OC)c2o1	i	i	19	7%	-7%	-1%	-0.7	6
COc1ccc(CCCN2CCC(CN3C(=S)NC[C@@H]3Cc3ccccc3)CC2)cc1OC	i	i	-55*	-21%	-2%	/	-0.7	-57
NC(=O)c1ccc(NCC2CCCO2)c([N+](=O)[O-])c1 (centres undefined)	i	-54%[inhibitor]	-8	4%	4%	0%	1.7	-7
COc1ccccc1NC(=S)NCCN1CCOCC1	i	i	18	3%	-3%	0%	0.6	2
Cc1c(NC(=O)Nc2ccccc2)c(=O)n(-c2ccccc2)n1C	i	-23%	2	-4%	3%	2%	-1.9	-1
More results follow:
SMILES	pAkt inh	PTHR1 ag	DRD3 antagonist	EPAC2 antagonist	EPAC2 ag	Mm-Cpn inhibitor	CCT chaperon mod	DRD3 agonist
CC1CC(=O)C2=C(C1)Nc1ccccc1SC2c1ccc(F)cc1 (centres undefined)	i	-37%	2	-28%	0%	1%	0.7	0
Cc1cc(C)n2nc(C(=O)N3CCN(c4ccc([N+](=O)[O-])cc4)CC3)nc2n1	i	-16%	8	2%	7%	-3%	1.1	1
CC(=O)Cn1ncc(Br)c(Br)c1=O	i	i	?	-3%	4%	-9%	-1.0	-2
CCn1c(C(O)c2cc(OC)ccc2OC)nc2ccccc21 (centres undefined)	i	i	6	2%	7%	1%	-0.9	6
Cc1cc2ncn(CCOc3ccccc3C#N)c2cc1C	i	i	0	-7%	-4%	2%	0.0	-1
C#CCOc1ccc2ccccc2c1/C=C(/C#N)c1ccc(C(=O)O)cc1	i	-12%	-12	-6%	11%	1%	-3.0	-4
Cc1ccc([N+](=O)[O-])cc1N/C=C1\CCc2ccccc2C1=O	i	-17%	0	1%	3%	2%	-0.1	-1
COc1ccc(NC2=CC(=O)CC(c3ccccc3)C2)cc1 (centres undefined)	i	0%	0	0%	1%	-2%	3.4	3
Cc1ccc(CNc2ccc(N3CCN(C)CC3=O)cc2)cc1	/	-18%	/	5%	8%	2%	/	/
COc1ccc(-c2noc(CNC(=O)c3ccoc3C)n2)cc1OC	i	-21%	-1	0%	12%	-1%	-3.1	6
CN1CCN(C(=O)CC2(CC(=O)O)CCCC2)CC1	i	8%	-13	4%	3%	1%	0.6	-11
CCc1cc2c(=O)n(-c3ccc(C)cc3)cnc2s1	i	-2%[57.5 µM]	10	-2%	1%	1%	-4.0	5
CNC(=O)N(C1=NCCCCC1)c1ccc(Br)cc1	i	-60%[inhibitor]	-1	-30%	-2%	0%	0.4	-1
O=C(CSc1nc2[nH]c(=O)cc(O)c2s1)Nc1nccs1	i	i	-18	12%	-4%	-4%	0.4	-5
COc1ccccc1-c1ccc(Nc2cccc(C(F)(F)F)c2)nn1	/	i	-14	-10%	?	0%	2.2	-1
Cc1c(NC(C)C)c(=O)n(-c2ccccc2)n1C	i	-8%	-17	10%	9%	-1%	-0.6	-18&9
O=C(Cn1nnc(-c2cccs2)n1)NCc1ccco1	i	-3%	1	14%	9%	0%	-1.2	0
